RGS4-Gao reg – modulators of RGS4 binding to Galphao, primary screen, biochemical, multiplexed bead flow cytometry; 0.33% of 220,000 active; actives lie on both sides; binding response (% of control), % at 10 µM; in the data active = binding response below about 49% or above about 150%; inactive = in between;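 also: fluorescent Galphao activated with aluminum fluoride binding bead-coupled RGS4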
Target sequence (P09471 whole entry, looked up): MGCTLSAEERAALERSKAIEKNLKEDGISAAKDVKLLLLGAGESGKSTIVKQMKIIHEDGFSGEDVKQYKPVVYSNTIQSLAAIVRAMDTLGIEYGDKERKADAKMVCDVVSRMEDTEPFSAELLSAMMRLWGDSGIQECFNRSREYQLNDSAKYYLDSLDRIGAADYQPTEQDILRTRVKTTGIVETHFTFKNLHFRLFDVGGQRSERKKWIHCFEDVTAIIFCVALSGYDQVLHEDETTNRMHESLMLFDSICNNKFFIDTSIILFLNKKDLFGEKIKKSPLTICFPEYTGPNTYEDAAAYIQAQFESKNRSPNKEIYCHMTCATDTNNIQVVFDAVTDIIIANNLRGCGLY
Bfl-1 Bim block – inhibitors of Bim binding to Bfl-1, primary screen, biochemical, multiplexed, bead-based flow cytometry; Bim-Bfl-1 binding inhibition; Bcl-2-related protein A1 (Homo sapiens), Q16548; inhibition, % at 10 µM; AID 1008, 2008; 0.12% of 190,000 active;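 also: 0% = wells without compound plus tracer and 100% = blocker peptide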
Bim-Bcl-2 – inhibitors of Bim-Bcl-2 binding, primary screen, biochemical, multiplexed, human Bcl-2 family; Bead-based flow cytometry, Bim peptide-Bcl-2 binding; 0.06% of 190,000 active; inhibition, % at 10 µM; Apoptosis regulator Bcl-2 (Homo sapiens), P10415; AID 950, 2007; in the data active = inhibition above about 40%; inconclusive = no clear call, values can overlap the other calls;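 also: 0% = no compound wells with probe peptide and 100% = reference peptide inhibitor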
Target sequence (P10415 whole entry, looked up): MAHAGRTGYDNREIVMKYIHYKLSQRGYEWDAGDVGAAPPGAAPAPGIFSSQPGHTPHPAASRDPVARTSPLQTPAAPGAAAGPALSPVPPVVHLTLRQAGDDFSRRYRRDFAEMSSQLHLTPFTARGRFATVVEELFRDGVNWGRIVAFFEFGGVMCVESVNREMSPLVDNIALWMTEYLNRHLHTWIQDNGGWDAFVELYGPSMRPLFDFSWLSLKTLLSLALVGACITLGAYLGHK
Bcl-B Bim block – inhibitors of Bim-Bcl-B binding, primary screen, biochemical, multiplexed, human Bcl-2 family; Bcl-2-like protein 10 (Homo sapiens), Q9HD36; bead-based flow cytometry, Bim peptide-Bcl-B binding; inhibition, % at 10 µM; 0.073% of 190,000 active; AID 951, 2007;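 also: 0% = tracer peptide without compound and 100% = reference inhibitor peptide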
Target sequence (Q9HD36 whole entry, looked up): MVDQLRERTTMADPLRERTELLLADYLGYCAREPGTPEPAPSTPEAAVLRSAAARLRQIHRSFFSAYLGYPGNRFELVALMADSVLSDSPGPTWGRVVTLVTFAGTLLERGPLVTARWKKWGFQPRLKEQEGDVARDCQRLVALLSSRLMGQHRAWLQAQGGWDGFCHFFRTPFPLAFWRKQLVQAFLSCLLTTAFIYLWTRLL
RGS7-Gao – RGS7-Galphao binding modulators, primary screen, biochemical, multiplexed bead flow cytometry; AID 1439, 2008; binding response (% of control), % at 10 µM; actives lie on both sides; Guanine nucleotide-binding protein G(o) subunit alpha (Homo sapiens), P09471; 0.35% of 220,000 active; in the data active = binding response below about 49% or above about 150%; inconclusive = no clear call, values can overlap the other calls; inactive = in between;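 also: fluorescent Galphao held in activated GDP-AlF4 state binding bead-coupled RGS7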
Mcl1 Bid PPI – Mcl-1/Bid binding inhibitors, primary screen, biochemical, TR-FRET, 1536-well; Induced myeloid leukemia cell differentiation protein Mcl-1 (Homo sapiens), Q07820; TR-FRET Mcl-1/Bid-Dy647 peptide binding; inhibition, % at 21.7 µM; 0.97% of 220,000 active;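 active = compounds that cut the binding signal by more than half at the single screening dose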;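 also: His-tagged Mcl-1 with europium anti-His antibody binding Bid BH3 peptide; 0% = Mcl-1 plus peptide wells and 100% = peptide-only wells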
Mcl1-Noxa inh – Mcl-1/Noxa binding inhibitors, primary screen, biochemical, TR-FRET, 1536-well; inhibition, % at 21.7 µM; TR-FRET Mcl-1/Noxa peptide binding, 2 h; AID 1022, 2008; 1.5% of 220,000 active; Induced myeloid leukemia cell differentiation protein Mcl-1 (Homo sapiens), Q07820;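 active = compounds that cut the protein-peptide binding signal by more than 50% relative to plate controls in a single-dose test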;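 also: His-tagged Mcl-1 with rhodamine Noxa BH3 peptide and terbium anti-His antibody; 0% = Mcl-1 plus Noxa peptide wells and 100% = peptide-only wells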
RGS8-Gao reg – RGS8-Galphao binding modulators, primary screen, biochemical, multiplexed bead flow cytometry. Guanine nucleotide-binding protein G(o) subunit alpha (Homo sapiens), P09471. actives lie on both sides. response (percent of control binding), % at 10 µM. 0.34% of 220,000 active; in the data active = response below about 60% or above about 140%; inactive = in between;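 also: Galphao activated as the GDP aluminium fluoride complex binding bead-coupled RGS8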
Bim-Mcl-1 – inhibitors of Bim peptide binding to Mcl-1, primary screen, biochemical, bead-based flow cytometry, multiplex; Bim peptide-Mcl-1 binding; AID 1009, 2008; inhibition, % at 10 µM; 0.1% of 190,000 active;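 also: 0% = no compound tracer wells and 100% = peptide blocker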
Bim-Bcl-XL – inhibitors of Bim-Bcl-XL binding, primary screen, biochemical, multiplexed, bead flow cytometry, human Bcl-XL | Bim peptide-Bcl-XL binding, fluorescence | AID 1007, 2008 | inhibition, % at 10 µM | 0.04% of 190,000 active | Bcl-2-like protein 1 (Homo sapiens), Q07817
Bim-Bcl-W – inhibitors of Bim binding to Bcl-W, primary screen, biochemical, multiplexed, bead-based flow cytometry; inhibition, % at 10 µM; Bim peptide-Bcl-W binding; 0.02% of 190,000 active; AID 952, 2007; Bcl-2-like protein 2 (Homo sapiens), Q92843;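 also: 0% = bound tracer without compound and 100% = peptide blocker; higher means less fluorescent Bim peptide bound to Bcl-W beads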
Target sequence (Q92843 whole entry, looked up): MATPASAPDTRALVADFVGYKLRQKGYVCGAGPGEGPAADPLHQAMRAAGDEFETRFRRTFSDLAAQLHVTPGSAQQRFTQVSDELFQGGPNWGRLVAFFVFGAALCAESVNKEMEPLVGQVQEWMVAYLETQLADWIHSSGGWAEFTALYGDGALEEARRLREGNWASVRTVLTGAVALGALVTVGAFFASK
* hit, by the source's call. Rule as the data show it, unless noted: active = inhibition above about 40%.

What do the screens show for `Cc1ncc([N+](=O)[O-])n1CCOC(=O)c1cc(Cl)cc(Cl)c1N`?
RGS4-Gao reg: 99; Bfl-1 Bim block: 0; Bim-Bcl-2: -6; Bcl-B Bim block: -7; RGS7-Gao: 99; Mcl1 Bid PPI: -44; Mcl1-Noxa inh: 47; RGS8-Gao reg: 101; Bim-Mcl-1: -4; Bim-Bcl-XL: -8; Bim-Bcl-W: -4

How did COc1ccc(-c2noc(CCC(=O)NC3CCCCC3)n2)cc1OC do in these assays?
RGS4-Gao reg: 108; Bfl-1 Bim block: 1; Bim-Bcl-2: 2; Bcl-B Bim block: 2; RGS7-Gao: 101; Mcl1 Bid PPI: -12; Mcl1-Noxa inh: 0; RGS8-Gao reg: 103; Bim-Mcl-1: 1; Bim-Bcl-XL: 0; Bim-Bcl-W: 1

How did CCc1ccc(S(=O)(=O)Nc2cccc(C3OCCCO3)c2)cc1 do in these assays?
RGS4-Gao reg: 96; Bfl-1 Bim block: 0; Bim-Bcl-2: -2; Bcl-B Bim block: -2; RGS7-Gao: 100; Mcl1 Bid PPI: -17; Mcl1-Noxa inh: -9; RGS8-Gao reg: 99; Bim-Mcl-1: 0; Bim-Bcl-XL: 0; Bim-Bcl-W: 0

Results for CC(=O)c1sc(NC(=O)C2COc3ccccc3O2)nc1C (centres undefined) ?
RGS4-Gao reg: 98; Bfl-1 Bim block: 2; Bim-Bcl-2: 2; Bcl-B Bim block: -1; RGS7-Gao: 100; Mcl1 Bid PPI: -6; Mcl1-Noxa inh: -7; RGS8-Gao reg: 96; Bim-Mcl-1: 0; Bim-Bcl-XL: -2; Bim-Bcl-W: 0

How did COc1ccc(OC)c(C(=O)NC(CC(N)=O)c2ccc(NCCN3CCOCC3)c([N+](=O)[O-])c2)c1 (centres undefined) do in these assays?
RGS4-Gao reg: 106; RGS7-Gao: inconclusive; Mcl1 Bid PPI: -43; Mcl1-Noxa inh: -54; RGS8-Gao reg: 102

What do the screens show for `COC(=O)C1(c2ccccc2)NC(c2ccc(O)cc2)C2C(=O)N(c3ccc4c(c3)OCO4)C(=O)C21` (centres undefined)?
RGS4-Gao reg: 103; RGS7-Gao: inconclusive; Mcl1 Bid PPI: -12; Mcl1-Noxa inh: -1; RGS8-Gao reg: 100

What do the screens show for `O=[N+]([O-])c1cc(-c2cnc3ccccc3n2)ccc1Cl`?
RGS4-Gao reg: 103; Bfl-1 Bim block: -10; Bim-Bcl-2: -4; Bcl-B Bim block: -2; RGS7-Gao: 105; Mcl1 Bid PPI: -35; Mcl1-Noxa inh: -113; RGS8-Gao reg: 103; Bim-Mcl-1: -1; Bim-Bcl-XL: -3; Bim-Bcl-W: -1

Results for NC(=O)CC1NC(=O)c2cc([N+](=O)[O-])cc(I)c2OCCC(C(N)=O)NC(=O)[C@@H]2CCCN2C1=O (some centres undefined) ?
RGS4-Gao reg: 104; Bfl-1 Bim block: 2; Bim-Bcl-2: 3; Bcl-B Bim block: -4; RGS7-Gao: 105; Mcl1 Bid PPI: 10; Mcl1-Noxa inh: 9; RGS8-Gao reg: 102; Bim-Mcl-1: 0; Bim-Bcl-XL: -2; Bim-Bcl-W: 0

Results for O=C(CN1CCc2ccccc2C1)Nc1cc(S(=O)(=O)N2CCOCC2)ccc1N1CCCC1 ?
RGS4-Gao reg: 101; Bfl-1 Bim block: -16; Bim-Bcl-2: -10; Bcl-B Bim block: -8; RGS7-Gao: 101; Mcl1 Bid PPI: -7; Mcl1-Noxa inh: 17; RGS8-Gao reg: 101; Bim-Mcl-1: -6; Bim-Bcl-XL: -7; Bim-Bcl-W: -4

How did O=C(NC1CCCc2ccccc21)C1CCN(S(=O)(=O)c2cccc3nonc23)CC1 (centres undefined) do in these assays?
RGS4-Gao reg: 98; Bfl-1 Bim block: -12; Bim-Bcl-2: -8; Bcl-B Bim block: -7; RGS7-Gao: 96; Mcl1 Bid PPI: 2; Mcl1-Noxa inh: 9; RGS8-Gao reg: 99; Bim-Mcl-1: 0; Bim-Bcl-XL: -7; Bim-Bcl-W: 1

Results for Cc1ccc(C(=O)Cn2cncn2)cc1 ?
RGS4-Gao reg: 99; RGS7-Gao: inconclusive; Mcl1 Bid PPI: 9; Mcl1-Noxa inh: 0; RGS8-Gao reg: 97

How did O=C(Cn1cc(S(=O)(=O)Cc2ccccc2)c2ccccc21)Nc1ccccc1 do in these assays?
RGS4-Gao reg: 102; Bfl-1 Bim block: -13; Bim-Bcl-2: -11; Bcl-B Bim block: -10; RGS7-Gao: 100; Mcl1 Bid PPI: -19; Mcl1-Noxa inh: 14; RGS8-Gao reg: 104; Bim-Mcl-1: -4; Bim-Bcl-XL: -6; Bim-Bcl-W: -1

What do the screens show for `NS(=O)(=O)c1ccc(NC(=S)N2CCN(Cc3ccc4c(c3)OCO4)CC2)cc1`?
RGS4-Gao reg: 96; Bfl-1 Bim block: 0; Bim-Bcl-2: 0; Bcl-B Bim block: -25; RGS7-Gao: 114; Mcl1 Bid PPI: -36; Mcl1-Noxa inh: 20; RGS8-Gao reg: 92; Bim-Mcl-1: 17; Bim-Bcl-XL: -13; Bim-Bcl-W: -2

What do the screens show for `Cc1cccc(NC(=O)C2=C(O)c3ccccc3N(C)S2(=O)=O)c1`?
RGS4-Gao reg: 95; Bfl-1 Bim block: -1; Bim-Bcl-2: 1; Bcl-B Bim block: 2; RGS7-Gao: 96; Mcl1 Bid PPI: -14; Mcl1-Noxa inh: 8; RGS8-Gao reg: 101; Bim-Mcl-1: 2; Bim-Bcl-XL: 0; Bim-Bcl-W: 3

How did COc1ccc(OC)c(C2C(C(=O)O)c3ccccc3C(=O)N2C)c1 (centres undefined) do in these assays?
RGS4-Gao reg: 101; Bfl-1 Bim block: 0; Bim-Bcl-2: 1; Bcl-B Bim block: -3; RGS7-Gao: 99; Mcl1 Bid PPI: -2; Mcl1-Noxa inh: -6; RGS8-Gao reg: 101; Bim-Mcl-1: -2; Bim-Bcl-XL: -2; Bim-Bcl-W: -5

Results for COc1ccccc1NC(=O)COC(=O)C1CCN(/C=C/C(=O)C(F)(F)F)CC1 ?
RGS4-Gao reg: 102; Bfl-1 Bim block: 0; Bim-Bcl-2: -4; Bcl-B Bim block: -4; RGS7-Gao: 101; Mcl1 Bid PPI: -23; Mcl1-Noxa inh: 21; RGS8-Gao reg: 98; Bim-Mcl-1: 2; Bim-Bcl-XL: -5; Bim-Bcl-W: -2

How did C/C(=C\c1ccccc1)CN1CCC(C(=O)N2CCCC(C)C2)CC1 (centres undefined) do in these assays?
RGS4-Gao reg: 102; Bfl-1 Bim block: -4; Bim-Bcl-2: -2; Bcl-B Bim block: -4; RGS7-Gao: 104; Mcl1 Bid PPI: 35; Mcl1-Noxa inh: 31; RGS8-Gao reg: 106; Bim-Mcl-1: -21; Bim-Bcl-XL: -11; Bim-Bcl-W: -8

Results for COc1ccc(C(=O)COC(=O)c2ccc(N(C)C)cc2)cc1 ?
RGS4-Gao reg: 103; Bfl-1 Bim block: -1; Bim-Bcl-2: 2; Bcl-B Bim block: 0; RGS7-Gao: 97; Mcl1 Bid PPI: -12; Mcl1-Noxa inh: -10; RGS8-Gao reg: 99; Bim-Mcl-1: 0; Bim-Bcl-XL: -3; Bim-Bcl-W: -2

How did N=c1c(C(=O)NCc2ccccc2)cc2c(=O)n3ccccc3nc2n1Cc1ccco1 do in these assays?
RGS4-Gao reg: 100; Bfl-1 Bim block: 4; Bim-Bcl-2: 0; Bcl-B Bim block: -2; RGS7-Gao: 101; Mcl1 Bid PPI: -17; Mcl1-Noxa inh: 58*; RGS8-Gao reg: 103; Bim-Mcl-1: -2; Bim-Bcl-XL: -3; Bim-Bcl-W: -2

How did O=C(O)C1[C@H]2C(=O)N(C3CCCC3)C[C@]23C=C[C@H]1O3 (some centres undefined) do in these assays?
RGS4-Gao reg: 98; Bfl-1 Bim block: -15; Bim-Bcl-2: -5; Bcl-B Bim block: -8; RGS7-Gao: 101; Mcl1 Bid PPI: 0; Mcl1-Noxa inh: 19; RGS8-Gao reg: 99; Bim-Mcl-1: -2; Bim-Bcl-XL: -9; Bim-Bcl-W: -2

What do the screens show for `CN1CCN(S(=O)(=O)c2cccc(C(=O)Nc3nc(-c4ccccc4)cs3)c2)CC1`?
RGS4-Gao reg: 116; Bfl-1 Bim block: -13; Bim-Bcl-2: -15; Bcl-B Bim block: -15; RGS7-Gao: 116; Mcl1 Bid PPI: -9; Mcl1-Noxa inh: 4; RGS8-Gao reg: 107; Bim-Mcl-1: -20; Bim-Bcl-XL: -5; Bim-Bcl-W: 3

Results for CCCc1cc(=O)n2[nH]c(NCc3ccc(OC)c(OC)c3)nc2n1 ?
RGS4-Gao reg: 96; Bfl-1 Bim block: -4; Bim-Bcl-2: -1; Bcl-B Bim block: 0; RGS7-Gao: 106; Mcl1 Bid PPI: -21; Mcl1-Noxa inh: 9; RGS8-Gao reg: 99; Bim-Mcl-1: 0; Bim-Bcl-XL: 0; Bim-Bcl-W: 1

How did COc1cc(CNCc2ccco2)ccc1OCc1ccccc1 do in these assays?
RGS4-Gao reg: 104; Bfl-1 Bim block: -17; Bim-Bcl-2: -10; Bcl-B Bim block: -10; RGS7-Gao: 103; Mcl1 Bid PPI: 23; Mcl1-Noxa inh: 19; RGS8-Gao reg: 103; Bim-Mcl-1: -6; Bim-Bcl-XL: -5; Bim-Bcl-W: -2

What do the screens show for `O=S(=O)(Cc1cc(Cl)nc(-c2ccccc2)n1)c1ccccc1`?
RGS4-Gao reg: 93; Bfl-1 Bim block: 0; Bim-Bcl-2: 0; Bcl-B Bim block: -6; RGS7-Gao: 93; Mcl1 Bid PPI: 2; Mcl1-Noxa inh: -6; RGS8-Gao reg: 106; Bim-Mcl-1: -12; Bim-Bcl-XL: -12; Bim-Bcl-W: -3

Among those listed so far, two contain a COOH group:
How did COc1ccc(OC)c(C2C(C(=O)O)c3ccccc3C(=O)N2C)c1 (centres undefined) do in these assays?
RGS4-Gao reg: 101; Bfl-1 Bim block: 0; Bim-Bcl-2: 1; Bcl-B Bim block: -3; RGS7-Gao: 99; Mcl1 Bid PPI: -2; Mcl1-Noxa inh: -6; RGS8-Gao reg: 101; Bim-Mcl-1: -2; Bim-Bcl-XL: -2; Bim-Bcl-W: -5

How did O=C(O)C1[C@H]2C(=O)N(C3CCCC3)C[C@]23C=C[C@H]1O3 (some centres undefined) do in these assays?
RGS4-Gao reg: 98; Bfl-1 Bim block: -15; Bim-Bcl-2: -5; Bcl-B Bim block: -8; RGS7-Gao: 101; Mcl1 Bid PPI: 0; Mcl1-Noxa inh: 19; RGS8-Gao reg: 99; Bim-Mcl-1: -2; Bim-Bcl-XL: -9; Bim-Bcl-W: -2
